# Screens as filed in PubChem BioAssay.
# LDHA inh: LDHA (human) enzyme inhibition; P00338; activity change, % (values are at about 110 or 230 µM); AID 1347041; actives 0.15% (n = 480,000); purified LDHA, NADH/diaphorase-resazurin fluorescence; active compounds read low; in the data active = activity change below about -30%; inconclusive = mostly about -25% to -30%;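 note: plate controls were DMSO wells for no effect and wells without enzyme for full effect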
#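 Enzyme activity of human lactate dehydrogenase 5 (2 nM; 0.06 mM NADH, 0.2 mM pyruvate, 5 min, RT) is measured via a resazurin/diaphorase fluorescence readout of residual NADH.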
# ALOX12 inh: blocks human arachidonate 12S-lipoxygenase | purified 12hLO, xylenol orange hydroperoxide absorbance | Potency, µM (series often up to 108 µM), for inactives: top-dose activity change, negative = inhibition, actives largely listed as inhibitors | actives 1.1% (n = 580,000) | AID 1671190; active = well fitted inhibition curve with a large enough effect; inconclusive = small, poorly fitted or top-dose-only effect, or another doubt; inactive = no such curve, though single readings can be large or run the other way; note: potency is the fitted concentration of half-maximal effect
# Target sequence (P18054 whole entry, looked up): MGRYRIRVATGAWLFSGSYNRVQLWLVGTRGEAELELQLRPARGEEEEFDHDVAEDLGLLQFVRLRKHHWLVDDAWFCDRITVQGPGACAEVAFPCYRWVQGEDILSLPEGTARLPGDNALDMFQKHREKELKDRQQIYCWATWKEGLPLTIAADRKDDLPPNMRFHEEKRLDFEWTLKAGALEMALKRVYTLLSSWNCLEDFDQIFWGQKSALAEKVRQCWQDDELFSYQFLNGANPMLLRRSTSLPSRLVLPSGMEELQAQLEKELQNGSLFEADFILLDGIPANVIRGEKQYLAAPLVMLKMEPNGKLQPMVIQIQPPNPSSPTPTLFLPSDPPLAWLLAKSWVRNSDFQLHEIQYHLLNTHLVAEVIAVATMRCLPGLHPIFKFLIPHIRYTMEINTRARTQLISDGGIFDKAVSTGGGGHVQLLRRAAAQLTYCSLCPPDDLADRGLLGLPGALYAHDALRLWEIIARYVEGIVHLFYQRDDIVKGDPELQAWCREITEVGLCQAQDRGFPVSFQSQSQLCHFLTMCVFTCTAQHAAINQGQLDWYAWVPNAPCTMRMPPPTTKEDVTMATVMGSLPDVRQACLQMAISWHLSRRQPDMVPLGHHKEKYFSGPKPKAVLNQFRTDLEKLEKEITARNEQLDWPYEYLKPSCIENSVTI
#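 Hydroperoxide product was detected by ferrous iron/xylenol orange as the 573 to 405 nm absorbance ratio. Arachidonic acid at 40 uM (final) was turned over for 30 min at room temperature by 150 nM human 12hLO, pH 7.0 Hepes buffer, after 15 min compound preincubation.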
# * = called active by the depositor; ? = inconclusive; [ ] = remark or other dose. Unless noted, % is set by controls: 0 for no effect and ±100 for the full control effect.
ALOX12 inh	LDHA inh	smiles
?	-2	CN(C)CCn1cc(C(=O)c2cc(Cl)ccc2O)cc1-c1nc2ccccc2c(=O)[nH]1
121%[activator]	0	CC(C)(C(=O)NC1CCCCCC1)c1ccccc1
?	29	COc1cc(NC(=O)Cn2c(Nc3ccc(F)c(C)c3)nc(C)cc2=O)cc(OC)c1OC
-1%	12	Cc1ccc(NC(=O)Cn2nc(-c3cccc([N+](=O)[O-])c3)c3ccccc3c2=O)c(C)c1
-1%	-2	CC1=NN(C(=O)CSCc2ccc(F)cc2Cl)C(O)(C(F)(F)F)C1 (stereo unspecified)
-3%	8	Cc1ccc(C23CC4CC(CC(C(=O)Nc5ccc(Cl)c(Cl)c5)(C4)C2)C3)cc1
10%	3	O=C(/C(=C\c1cccc(Cl)c1)c1nc2ccccc2o1)c1ccccc1
4%	3	Cc1ccc(C(=O)/C(=C\c2ccc(Cl)c(Cl)c2)c2nc3ccccc3o2)cc1
-10%	4	O=C(COC(=O)c1cc2ccccc2[nH]1)NCc1ccccc1
1%	13	CC(C(=O)c1c[nH]c2ccccc12)N1CCC(C(=O)N2CCCCCC2)CC1 (stereo unspecified)
-8%	-1	CC(C)NC(=O)CN1CCN(C(c2cc3ccccc3o2)c2nnnn2C(C)(C)C)CC1 (stereo unspecified)
-18%	0	O=C(O)c1ccc(F)c2ccccc12
56%[activator]	3	Cc1nc(-n2ccc3nc4ccn(C5CCCCCC5)c(=O)c4cc3c2=O)n[nH]1
-12%	0	COc1ccc(CNC(=O)OC2CC3CC2[C@H]2CCCCN2C3=O)cc1 (stereo partly specified)
-1%	4	CCOc1ccc(C(=O)/C=C/c2ccccc2O)cc1
?	-1	CCOC(=O)C(NC(=O)c1cc2ccccc2o1)C(=O)OCC
?	0	O=C(O)C/C(=C/c1ccc(C(=O)O)cc1)c1nc2ccccc2s1
?	-11	CC1CCc2nc3ccccc3c(C(=O)Nc3ccc(Br)cc3F)c2C1 (stereo unspecified)
?	-7	CCOc1ccc(/C=C/C(=O)c2cc3ccccc3oc2=O)cc1OC
?	5	CN(C)c1oc(-c2ccc(F)cc2)nc1S(=O)(=O)c1ccc2c(c1)OCCO2
?	9	Nc1nnnn1NCc1ccc(-c2ccccc2)o1
-1%	8	CSc1ccccc1NC(=O)c1ccc(CSc2ccccc2)cc1
25%	10	CCOc1ncccc1C(=O)N(Cc1nnc(-c2ccccc2Cl)o1)C1CC1
?	6	O=C(Cc1cccc(F)c1)NC1C2CC3CC(C2)CC1C3 (stereo unspecified)
5%	7	CCOC(=O)c1cnc(SCC(=O)Nc2cccc(Br)c2)nc1N
6%	6	CCOc1ccc(-c2cc(C(=O)N3CCOCC3)c3ccccc3n2)cc1
?	0	COc1cc(NC(=O)C2(n3cnnn3)CCCCC2)cc(OC)c1
?	0	N#Cc1ccc(-c2csc(C3CC3)n2)cc1
-2%	0	COc1ccc(-c2cc(C(=O)N3CCC(C)CC3)[nH]n2)cc1
?	14	CN1CCN(c2nc(-c3cn(CCC#N)c4ccccc34)cs2)CC1
2%	-7	COc1ccc(CCN2C(=O)CCC2(C)c2nnnn2Cc2ccccc2)cc1OC (stereo unspecified)
?	5	COc1cccc(CNCC(c2ccccc2)c2c[nH]c3ccccc23)c1 (stereo unspecified)
-1%	13	CNC(=S)NNC(=O)c1csc2ccccc12
14µM*	12	Cc1cccc(N2CCN(c3cc(C(=O)O)c4cc(NC(=O)C(C)(C)C)ccc4n3)CC2)c1
12%	-2	CCOc1cccc(/C=C(/C#N)c2nc3ccccc3[nH]2)c1
?	2	CC(C)(C)C(=O)c1c(N)[nH]c(C(=O)c2ccccc2)c1-c1c(F)cccc1F
28µM*	1	CC1C/C(=N/NC(=S)Nc2ccc(SC(F)F)cc2)CC(C)(C)C1 (stereo unspecified)
6%	7	O=C(O)/C=C/c1cccc(Cl)c1Cl
-19%	-3	Cc1ccc(NC(=O)CSc2nc(-c3ccccc3)nc3cc(=O)[nH]n23)cc1
?	-8	C/C(=N\NC(=S)Nc1ccc(C)cc1)c1ccc([N+](=O)[O-])cc1
-4%	2	Cc1cccc(-c2nc3ccccc3c(C)c2C#N)c1
-28%	2	CCCn1nc(C(=O)Nc2cc(C(F)(F)F)ccc2N2CCOCC2)c2ccccc2c1=O
?	2	Cc1ccccc1C1NC(=O)c2c(sc3c2CCN(Cc2ccccc2)C3)N1 (stereo unspecified)
-3%	-4	O=C(Nc1ccccc1)N1CCN(c2ccccc2Cl)CC1
11%	-2	COc1ccc(C(=O)Oc2ccccc2C(C)C)cc1Br
6%	-11	Cc1cc(C)c(C(=O)COC(=O)c2ccc(N3CCCC3=O)cc2)c(C)c1
19%	6	O=C(NNC(=O)C1CCCC1)c1ccc([N+](=O)[O-])cc1Cl
?	2	Cc1cccc(C(=O)NC2CCCc3ccccc32)c1C (stereo unspecified)
13%	-2	CCc1ccccc1CC1CN(Cc2ccccc2)Cc2ccccc2N1c1ccc(OC)cc1 (stereo unspecified)
31%[activator]	10	CCc1ccc(CN(C)CC(=O)Nc2ccc(C(F)(F)F)cc2)cc1
?	1	Cc1ccccc1C(=O)NCCn1c(C)cc2ccccc21
?	10	COC(=O)C1=C(C)OC(N)=C(C#N)C1c1ccc(C(C)C)cc1 (stereo unspecified)
-2%	0	CC(C)n1ncc2cc(C(=O)NCc3ccccc3OC(F)(F)F)cnc21
-28%	11	Cc1ccc(C(=O)NC(Nc2ccccc2)C(Cl)(Cl)Cl)cc1 (stereo unspecified)
-24%	-8	CCCC1(CCC)NC(=O)N(Cc2ncc(-c3ccc(F)cc3)o2)C1=O
75%[activator]	1	CC1(C)OC(c2ccccc2O)OC1(C)C
79%[activator]	2	CCC(C(=O)Nc1nnc(CC2CCCC2)s1)c1ccccc1 (stereo unspecified)
26%	16	O=S(=O)(Nc1cccc2cccnc12)c1ccccc1F
-5%	5	Cc1nn(CC(=O)Nc2ccc3c(c2)nc2n3CCN(CC(C)C)C2)c(=O)c2ccccc12
21%	1	CCOC(=O)C(=C1Nc2ccccc2N1)n1c(-c2cnccn2)nc2ccccc21

# In the list so far, 5 contain a cyano group:
ALOX12 inh	LDHA inh	smiles
?	0	N#Cc1ccc(-c2csc(C3CC3)n2)cc1
?	14	CN1CCN(c2nc(-c3cn(CCC#N)c4ccccc34)cs2)CC1
12%	-2	CCOc1cccc(/C=C(/C#N)c2nc3ccccc3[nH]2)c1
-4%	2	Cc1cccc(-c2nc3ccccc3c(C)c2C#N)c1
?	10	COC(=O)C1=C(C)OC(N)=C(C#N)C1c1ccc(C(C)C)cc1 (stereo unspecified)

# Carrying on:
ALOX12 inh	LDHA inh	smiles
-15%	0	CC(=O)c1ccccc1NCC(=O)NCC(F)(F)F
-20%	-1	CN(C)CCCn1ccc2c(cnc3c(-c4ccc(Cl)cc4)cnn32)c1=O
?	18	CC(=O)CC1c2cc(F)ccc2C=C(c2ccsc2)N1c1ccc(-c2ccc(C(N)=O)cc2)cc1 (stereo unspecified)
?	-1	CCC(C(=O)Nc1sc(C)c(C)c1C#N)c1ccccc1 (stereo unspecified)
?	2	CCOC(=O)c1sc(-c2ccc3c(c2)OCCO3)cc1NC(=O)c1ccco1
1%	3	Cc1ccc(OCCC(=O)Nc2cccc3cccnc23)cc1
-20%	1	N#Cc1c(-c2ccccc2)cc(-c2ccccc2)nc1SCCS(=O)Cc1ccccc1 (stereo unspecified)
?	3	Cc1cccc2c(=O)c(-c3ccc4c(c3)OCO4)c(NC(=O)CC(C)C)oc12
?	6	O=C(CCl)N(Cc1ccsc1)C1CC1
?	3	CCCC(=O)N1CCN(c2nc(-c3ccco3)c3c(c2C#N)CCCC3)CC1
12%	4	CC(C)Oc1ccc(NC(=O)c2ccc(Cl)cc2)cc1
63%[activator]	-11	CC(C)c1ccc(C(=O)NN=C2CCC(c3ccccc3)CC2)cc1 (stereo unspecified)
?	6	CC(=O)c1c(C)[nH]c(C(=O)C(C)OC(=O)c2cc(Cl)ccc2F)c1C (stereo unspecified)
?	0	CCOC(=O)c1[nH]c2ccc(F)cc2c1NC(=O)c1ccccc1F
?	3	COc1ccccc1N1CCN(C(=O)c2noc3c2CCc2sccc2-3)CC1
?	0	Cc1cc(NC(=O)C(=O)c2c[nH]c3ccc(Br)cc23)no1
-2%	3	CCOC(=O)c1cc(NC(=O)CC2CCCC2)cc(C(=O)OCC)c1
36%[activator]	-7	Cc1c(Cl)cccc1NC(=O)CCN=C1NS(=O)(=O)c2ccccc21
-22%	6	COc1cc([C@H]2[C@@H]3CCCC[C@]3(O)CCN2Cc2cccc(F)c2)ccc1O
24%	-6	CCC(CC)NC(=O)CCc1ccc(S(=O)(=O)N2CCCCC2)cc1
-27%	3	Cc1ccc(S(=O)(=O)N2CCN(C(=O)NCC3CN(CC(C)C)CCO3)CC2)cc1C (stereo unspecified)
-51%	16	CC(SCc1coc(-c2ccc(Cl)cc2)n1)C(=O)NC(C)(C)C (stereo unspecified)
?	4	CCOC(=O)c1cn(C)nc1S(=O)(=O)N1CCCCC1
?	-6	CC(C)Cn1c(N)c(-c2csc(NC(C)C)n2)c(=O)n(C)c1=O
4%	-10	COc1cccc(-c2cc(C(=O)NCc3ccccn3)[nH]n2)c1
14%	4	COc1ccc(C(=O)OCC(=O)Nc2cc(C)ccc2C)c(C)c1
5%	3	CCOC(=O)c1[nH]c2c(c1C)C(=O)CCC2
-9%	3	Cc1ccc(C(=O)NCc2ccccc2)o1
-7%	-13	O=C(Nc1cccc(OCC2CCCO2)c1)C1CCN(C(=O)Nc2ccccc2)CC1 (stereo unspecified)
-28%	-1	Cc1ccc(C(N)=O)c(OCc2coc(-c3ccc(F)cc3)n2)c1

# The list goes on; it opens with the 2 that closed the last part.
ALOX12 inh	LDHA inh	smiles
-7%	-13	O=C(Nc1cccc(OCC2CCCO2)c1)C1CCN(C(=O)Nc2ccccc2)CC1 (stereo unspecified)
-28%	-1	Cc1ccc(C(N)=O)c(OCc2coc(-c3ccc(F)cc3)n2)c1
?	6	COC(=O)c1ccc2c(=O)[nH]c(CSc3nnc(-c4cccc(C)c4)n3Cc3ccco3)nc2c1
30%	?	CCC(CC)NC(=O)COC(=O)c1cc(C)ccc1C
-7%	1	Nc1nccnc1C(=O)NCc1ccco1
-31%	-2	O=C(NC(NC(=O)C(c1ccccc1)c1ccccc1)c1ccccc1)C(c1ccccc1)c1ccccc1
?	1	CSc1nc(C(C)C)nc(C)c1C(=O)Nc1cccc(Br)c1
35µM*	13	Cc1cccc(NC(=O)c2ccccc2NC(=O)c2nc(-c3ccccc3)oc2C)c1
19%	-1	CC(=O)c1ccccc1OCc1ccccc1C
24%	3	CCn1cc(/C=C(\NC(=O)c2ccco2)C(=O)N2CCOCC2)c2ccccc21
?	0	O=c1oc2ccc(Cl)cc2cc1S(=O)(=O)N1CCCCC1
7%	-13	CCN(CC)S(=O)(=O)c1ccc(NC(=O)c2nn(C(C)C)c(=O)c3ccccc23)cc1
-30%	-1	O=C(Cc1c(F)cccc1Cl)NCc1cccc(NC(=O)c2ccncc2)c1
9%	-4	CC(CCO)Nc1nc2c(c(=O)n(C)c(=O)n2C)n1Cc1ccc(Cl)c(Cl)c1 (stereo unspecified)
-6%	10	O=C(CSc1nc2cc(Cl)ccc2s1)N1c2ccccc2Sc2ccc(C(F)(F)F)cc21
21%	-1	O=C(OCc1nc2ccccc2s1)C1=NN(C2CCS(=O)(=O)C2)C(=O)CC1 (stereo unspecified)
-5%	8	COc1ccc(C2C=C(C(=O)O)Nc3ncnn32)cc1 (stereo unspecified)
?	-12	CC(C)CCNC(=O)Cn1c(=O)n(CCC(C)C)c(=O)c2sccc21
-15%	1	CCCCCNC(=O)c1ccncc1
?	-10	CCc1ccc(C(C)NC(=O)CSc2nnc(C3CC3)n2CC(N)=O)cc1 (stereo unspecified)
-2%	-1	Cc1cccc(C)c1NC(=O)C(c1ccccc1OC(F)(F)F)N1CCC(c2ccccc2)CC1 (stereo unspecified)

# An excerpt from above in order of the LDHA inh value, low to high:
ALOX12 inh	LDHA inh	smiles
?	-10	CCc1ccc(C(C)NC(=O)CSc2nnc(C3CC3)n2CC(N)=O)cc1 (stereo unspecified)
19%	-1	CC(=O)c1ccccc1OCc1ccccc1C
?	0	O=c1oc2ccc(Cl)cc2cc1S(=O)(=O)N1CCCCC1
?	1	CSc1nc(C(C)C)nc(C)c1C(=O)Nc1cccc(Br)c1
?	6	COC(=O)c1ccc2c(=O)[nH]c(CSc3nnc(-c4cccc(C)c4)n3Cc3ccco3)nc2c1
-6%	10	O=C(CSc1nc2cc(Cl)ccc2s1)N1c2ccccc2Sc2ccc(C(F)(F)F)cc21
35µM*	13	Cc1cccc(NC(=O)c2ccccc2NC(=O)c2nc(-c3ccccc3)oc2C)c1

# 2 successive compounds already listed:
ALOX12 inh	LDHA inh	smiles
?	6	COC(=O)c1ccc2c(=O)[nH]c(CSc3nnc(-c4cccc(C)c4)n3Cc3ccco3)nc2c1
30%	?	CCC(CC)NC(=O)COC(=O)c1cc(C)ccc1C

# The list is partial (hit frequency here may not be typical).
